Compound activity from PubChem.
Diaph inh CS: counter-screen for diaphorase-based assays: diaphorase inhibitors and chemical oxidizers | diaphorase resazurin-to-resorufin fluorescence, NADH, 16 min; bacterial (C. kluyveri) enzyme, not human | inhibition, % at 20 µM | 190,000 compounds, 0.69% hits;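 active = primary screen inhibition at 20 µM above a set limit, cut at about 50% in these data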;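 note: plate controls were DMSO with full reaction for no effect and wells lacking NADH for full effect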
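Test system: Clostridium kluyveri diaphorase enzyme / Quantity: diaphorase at 0.14 U/mL in enzyme working solution / Incubation: 16-min room-temperature incubation before reading / Benchmarks: NADH-free wells as positive control, DMSO-only neutral wells / Signal: resorufin fluorescence 544/590 nm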
TNAP inh hiacc: inhibitors of human TNAP at high phosphate acceptor concentration; P05186; purified TNAP, CDP-star luminescence, 1 M DEA; inhibition, % at 20 µM; 200,000 compounds, 0.03% hits;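 active = over 50% inhibition of tissue-nonspecific alkaline phosphatase at 20 µM in the single-dose screen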;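 note: plate controls were DMSO wells for no effect and EDTA-quenched wells as full inhibition for full effect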
Target sequence (P05186 whole entry, looked up): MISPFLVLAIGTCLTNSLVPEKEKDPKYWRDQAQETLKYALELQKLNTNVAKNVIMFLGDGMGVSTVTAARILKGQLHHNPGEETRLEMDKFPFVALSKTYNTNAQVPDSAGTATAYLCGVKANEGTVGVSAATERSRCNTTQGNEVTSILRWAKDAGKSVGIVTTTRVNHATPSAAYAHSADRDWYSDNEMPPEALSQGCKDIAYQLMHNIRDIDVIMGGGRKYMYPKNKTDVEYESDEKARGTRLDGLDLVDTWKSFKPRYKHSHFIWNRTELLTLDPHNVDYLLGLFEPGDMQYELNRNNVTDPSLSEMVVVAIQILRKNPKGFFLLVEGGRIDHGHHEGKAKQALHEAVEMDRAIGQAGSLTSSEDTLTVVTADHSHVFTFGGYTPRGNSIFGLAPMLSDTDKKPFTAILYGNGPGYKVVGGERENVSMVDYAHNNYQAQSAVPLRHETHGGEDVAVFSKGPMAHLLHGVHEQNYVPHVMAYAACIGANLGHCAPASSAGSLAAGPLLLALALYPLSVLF
bIAP act: intestinal alkaline phosphatase (bovine) activation. activation factor at 20 µM. purified bovine IAP, CDP-star luminescence, 30 min; hits give high values; fold of DMSO-control signal, blank-subtracted. 200,000 compounds, 0.17% hits;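 active = activation factor of 2 or more at 20 µM, a signal rise over negative controls twice the positive control's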
PMI act satM6P: increases human PMI activity with near-saturating mannose 6-phosphate. P34949. coupled PMI enzyme assay, resazurin fluorescence, 20 min; hits give high values; 1 = untreated enzyme, 0 = substrate-free blank. activation factor at 20 µM. 190,000 compounds, 0.34% hits. AID 1216;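 active = activation factor of 2 or more at 20 µM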
Target sequence (P34949 whole entry, looked up): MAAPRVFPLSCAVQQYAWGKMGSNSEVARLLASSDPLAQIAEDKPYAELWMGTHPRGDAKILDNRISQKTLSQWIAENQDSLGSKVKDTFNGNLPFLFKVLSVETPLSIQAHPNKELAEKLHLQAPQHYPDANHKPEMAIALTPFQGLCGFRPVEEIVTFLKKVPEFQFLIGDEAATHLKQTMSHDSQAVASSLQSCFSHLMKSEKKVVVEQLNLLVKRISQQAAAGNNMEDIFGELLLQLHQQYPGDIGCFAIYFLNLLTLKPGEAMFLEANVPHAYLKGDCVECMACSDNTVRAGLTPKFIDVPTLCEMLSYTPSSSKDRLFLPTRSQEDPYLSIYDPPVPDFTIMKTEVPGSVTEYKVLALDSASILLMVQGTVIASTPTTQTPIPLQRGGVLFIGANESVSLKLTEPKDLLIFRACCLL
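Material: human phosphomannose isomerase with PGI, G6PDH, diaphorase coupling enzymes; amount: PMI at 15 ng/mL final; also added: Mannose-6-phosphate 1.0 mM (near-saturating) plus 0.22 mM NADP+; incubation: enzyme reaction with compound 20 min at room temperature; signal: resorufin fluorescence (Ex 544/Em 590 nm) from resazurin via diaphorase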
Lmaj promast: reduces viability of Leishmania major promastigotes; resazurin fluorescence viability; inhibition, % at 10 µM; 200,000 compounds, 9% hits; AID 1063; in the data active = inhibition above about 50%;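 note: promastigotes grown with compound for 44 hours at 28 °C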
Diaph act CS: counter-screen for diaphorase-based assays: diaphorase activators and chemical reducers; 190,000 compounds, 0.005% hits; activation factor at 20 µM; Diaphorase/resazurin coupled assay, resorufin fluorescence, 16 min; hits give high values; 1 = vehicle wells, 0 = NADH-free wells;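 active = diaphorase activity raised at least twofold by the compound at 20 µM; inactive = activation factor below 2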
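Material: Clostridium kluyveri diaphorase, purified enzyme; Quantity: enzyme 0.07 U/mL final; Medium: HEPES pH 7.4 buffer with MgCl2 and Tween 20; Dosing: single compound dose of 20 µM, 1% DMSO final; Schedule: 16 min reaction at room temperature; Measured by: red resorufin fluorescence at 544/590 nm excitation/emission.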
bIAP inh: blocks bovine intestinal alkaline phosphatase activity; inhibition, % at 20 µM; 190,000 tested, under 10 active; AID 1019; purified bovine IAP, CDP-star luminescence, 30 min;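 active = over 50% inhibition of intestinal alkaline phosphatase at 20 µM in the single-dose screen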
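test system = bovine IAP enzyme | medium = DEA buffer 100 mM, pH 9.8, with MgCl2 1.0 mM, ZnCl2 0.02 mM | detection = luminescence | dosing = single compound dose of 20 µM, 2% DMSO final | incubation = 30 min reaction at room temperature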
TNAP act hiacc: TNAP (human) activation, high acceptor; purified TNAP, CDP-star luminescence, 1 M DEA, 30 min; hits give high values; 0 = EDTA background, 1 = DMSO-only activity; 200,000 tested, under 10 active; P05186; activation factor at 20 µM; AID 1136;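 active = activation factor at least 2 at 20 µM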
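Dosing: 20 µM single point. System: human TNAP. Amount: TNAP 1/800 final. Incubation: 30 min, room temperature. Read-out: TNAP activation factor scaled between EDTA and DMSO control wells. Signal: luminescence from CDP-star hydrolysis. Medium: 1 M DEA, pH 9.8, Mg2+, Zn2+. Control set: EDTA negative control, DMSO positive control.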
PMI act: increases human mannose-6-phosphate isomerase activity. P34949. purified human PMI, coupled resazurin fluorescence, 20 min; hits give high values; 1 = vehicle control, 0 substrate-free wells. activation factor at 20 µM. 190,000 compounds, 0.005% hits. AID 1214;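 active = activation factor of 2 or more at 20 µM, relative to plate controls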
TNAP inh noacc: inhibitors of human TNAP without phosphate acceptor; inhibition, % at 20 µM; 200,000 compounds, 0.26% hits; purified TNAP, CDP-star luminescence, 30 min;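 active = tissue-nonspecific alkaline phosphatase inhibition above about 50% at 20 µM in the single-dose screen, limit read from the data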;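 note: 0% = DMSO negative control and 100% = EDTA positive control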
Starred values were filed as active, the others as inactive; x = not tested or not shown.

The opening 6 entries, ahead of the listing:
SMILES	Diaph inh CS	TNAP inh hiacc	bIAP act	PMI act satM6P	Lmaj promast	Diaph act CS	bIAP inh	TNAP act hiacc	PMI act	TNAP inh noacc
CCN(CC)c1ccc(/C=N/NC(=O)c2cccc(N3CCCC3=O)c2)cc1	27	-6	1.2	0.9	0	0.7	-22	1.1	0.9	-14
COc1ccc(/C=C/C(=O)NCC2COc3ccccc3O2)c(OC)c1 (configuration not stated)	-9	-3	0.9	0.9	4	1.1	8	1	1.1	3
Clc1ccc(-c2cc(COc3ccccc3)no2)cc1Cl	8	-4	0.7	1	-4	0.9	30	1	1	-11
Cc1n[nH]c(=O)n1-c1ccc(C(C)(C)C)cc1	-3	-1	1	1	-5	1	1	1	1	-9
CCNS(=O)(=O)c1ccc(NC(=O)c2c(-c3ccccc3)noc2C)cc1	5	-4	1.1	0.9	4	1	-10	1	0.9	-6
Cn1c(SCc2nc3ccccc3[nH]2)nnc1-c1ccccn1	6	-3	1.2	0.9	5	0.9	-18	1	0.9	-13

The list itself (from the top)
SMILES	Diaph inh CS	TNAP inh hiacc	bIAP act	PMI act satM6P	Lmaj promast	Diaph act CS	bIAP inh	TNAP act hiacc	PMI act	TNAP inh noacc
CCN(CC)c1ccc(/C=N/NC(=O)c2cccc(N3CCCC3=O)c2)cc1	27	-6	1.2	0.9	0	0.7	-22	1.1	0.9	-14
COc1ccc(/C=C/C(=O)NCC2COc3ccccc3O2)c(OC)c1 (configuration not stated)	-9	-3	0.9	0.9	4	1.1	8	1	1.1	3
Clc1ccc(-c2cc(COc3ccccc3)no2)cc1Cl	8	-4	0.7	1	-4	0.9	30	1	1	-11
Cc1n[nH]c(=O)n1-c1ccc(C(C)(C)C)cc1	-3	-1	1	1	-5	1	1	1	1	-9
CCNS(=O)(=O)c1ccc(NC(=O)c2c(-c3ccccc3)noc2C)cc1	5	-4	1.1	0.9	4	1	-10	1	0.9	-6
Cn1c(SCc2nc3ccccc3[nH]2)nnc1-c1ccccn1	6	-3	1.2	0.9	5	0.9	-18	1	0.9	-13
Cn1c(=O)oc2cc(S(=O)(=O)N3CCC(C(=O)NCc4cccs4)CC3)ccc21	9	-4	1	1	-3	0.9	-1	1	1	3
CC(=O)c1cn(CC(=O)Nc2ccc(C)c(C)c2)c2ccccc12	8	-7	1	0.9	-1	0.9	2	1.1	1	-7
COC(=O)[C@@H](NC(=O)NC1CCN(Cc2ccccc2)CC1)C(C)C	9	1	1.1	0.9	1	0.9	-11	1	0.9	-5
CC(C)c1ccc(OCC(=O)Nc2cccc(C(=O)Nc3ccccc3C(=O)O)c2)cc1	24	-1	0.8	0.9	-6	0.8	20	1	1	-5
O=C(CSc1ncnc2scc(-c3ccc(F)cc3)c12)c1ccc2c(c1)OCCO2	14	1	0.9	1	-4	0.9	11	1	0.9	-26
S=C(NCc1ccccc1Cl)Nc1ccccc1Cl	5	-1	0.9	0.9	11	0.9	9	1	1	-4
Nc1nc(SCC(=O)Nc2ccccc2)nc2nc3c(cc12)CCCC3	4	-3	0.9	1	66*	1	13	1	1	-5
C=CCn1nnc2sc3c(c2c1=O)CCC(C)C3 (configuration not stated)	1	-4	1	1	-4	1	4	1	1	-16
CC(C)CC(=O)N1CCN(Cc2cccc([N+](=O)[O-])c2)CC1	-10	-4	1.3	1.1	-6	1.1	-31	1	1.1	-6
COc1ccccc1C1C=C(c2ccc(Cl)cc2)Nc2nc(NS(C)(=O)=O)nn21 (configuration not stated)	13	-2	1.1	1	-11	0.9	-8	1	1	-6
COc1ccc(C(=O)c2cc3ccc(O)cc3oc2=O)cc1	13	4	0.8	0.9	-9	0.9	21	1	1	-1
Cn1c(Cn2cnc3ccccc32)nnc1SCC(=O)CC(=O)Nc1ccccc1	17	-10	1	0.9	-10	0.8	-3	1.1	1	-16
O=c1[nH]c(/C=C/c2cccnc2)c([N+](=O)[O-])c(=O)[nH]1	14	-2	1	1.1	-8	0.9	0	1	1.3	-14
CCNC(=S)NNC(=O)c1cc(CC(C)C)nc2ccccc12	11	0	1.5	0.9	-2	0.9	-52	1	1	-216
COC(=O)[C@@H]1C[C@H]1[C@@H](NC(=O)c1ccccc1)c1ccccc1	14	-3	1.2	1	-3	0.9	-20	1	1	-6
O=C(CC(=O)c1ccccc1)Nc1cc(C(F)(F)F)ccc1Cl	-1	-2	1.1	1	4	1	-11	1	1	2
COCCOC(=O)C1=C(C)NC(=O)NC1C1CC=CCC1 (configuration not stated)	17	-9	0.9	1	0	0.8	10	1.1	1	-18
Nc1c(C(=O)NCc2ccco2)c2nc3ccccc3nc2n1CCc1ccccc1F	34	-2	1	1	12	0.7	-2	1	0.9	-10
CCN1CCN(C(=O)c2ccccc2N(C)S(=O)(=O)c2ccc(C)cc2)CC1	6	-4	1	1	-1	0.9	0	1	0.9	-14
CC(=O)c1cccc(N=C2NC(=O)CS2)c1	7	-4	0.8	1.1	-1	0.9	17	1	1.1	-5
COc1ccccc1C(=O)NNC1=C(C(=O)C(F)(F)F)CCC1	15	-1	1	1.1	0	0.8	-4	1	1.2	6
O=C(c1c(F)cccc1F)N1CCN(c2ncccn2)CC1	3	4	1	1	-5	1	4	1	1	-4
Cc1nn(-c2ccccc2)c2sc(C(=O)OCC(=O)N3CCCCC3)cc12	26	-6	1	0.9	x	0.7	-1	1.1	0.8	-9
Clc1nc(Cl)nc(NCCC2=CCCCC2)n1	2	-7	1.1	1.3	-3	1	-8	1.1	1.4	-7
CN(C(=O)CSc1nnc(-c2cccnc2)n1-c1ccccc1F)C1CCS(=O)(=O)C1 (configuration not stated)	17	-6	1	1	-8	0.8	1	1.1	1	-9
CCOC(=O)CCCNC(=O)COC(=O)c1ccc(O)cc1	0	-3	0.9	1	-4	1	6	1	1	-6
COc1ccccc1C(=O)NNC(=O)c1cccc(F)c1	0	-4	1	1	-1	1	2	1	0.9	-20
COc1ccccc1NC(=O)C1=C(C)NC(=O)NC1c1cccs1 (configuration not stated)	14	-5	0.9	1.1	2	0.9	7	1.1	1.1	-10
CCOc1ccc(C2c3c(oc4cc(C)c(C)cc4c3=O)C(=O)N2CCCN(C)C)cc1OC (configuration not stated)	23	0	1	0.8	-7	0.8	-2	1	0.9	-12
Cc1ccc(NC(=O)C2C(=O)N(CCO)C3(C)CC2c2ccccc2O3)cc1 (configuration not stated)	2	-3	0.9	1.1	1	1	8	1	1	-16
CC(C)(C)c1nnc(NC(=O)C2CCN(c3ncccn3)CC2)s1	3	-5	0.9	1.1	3	1	8	1	1	-5
CCC(C(=O)O/N=C(\N)c1cccc(C)c1)c1ccccc1 (configuration not stated)	8	3	0.8	1	14	0.9	23	1	0.9	-8
CN=C(Nc1ccc(C)c(C)c1)SC1CC(=O)N(c2ccc(OC)cc2)C1=O (configuration not stated)	20	-5	1	0.9	74*	0.8	4	1.1	0.8	-5
O=C(c1ccccc1)c1c[nH]c2cc3c(cc2c1=O)OCCO3	8	6	0.9	1	2	0.9	14	0.9	1.1	6
O=C(CSc1ncnc2scc(-c3ccccc3)c12)N1CCN(Cc2ccc3c(c2)OCO3)CC1	34	4	0.9	0.9	0	0.7	13	1	0.9	-76
CCOc1ccc2c3c(c(=O)oc2c1OCC)CCCC3	14	-3	0.9	0.9	6	0.9	6	1	1	2
COc1cccc(NC(=O)CCN2C(=O)c3ccccc3S2(=O)=O)c1	8	2	0.9	0.9	-4	0.9	10	1	1	-4
O=C(COc1cc(O)c2c(=O)cc(-c3ccccc3)oc2c1)c1ccc(F)cc1	8	-1	0.9	1	3	0.9	9	1	0.9	-3
CC(NC(=O)CSc1nnc(-c2cccnc2)n1N)c1ccccc1 (configuration not stated)	-15	-8	1	1.1	-7	1.1	-3	1.1	1.1	-20
CC1(C)CN2C(=S)N(c3ccccc3)C(c3ccccc3)N2C1 (configuration not stated)	17	0	1	0.9	1	0.8	4	1	0.9	3
O=C1Nc2ccccc2C12Nc1ccccc1-c1nc3ccccc3n12 (configuration not stated)	39	-1	1.1	1	36	0.6	-12	1	1	2
CC1=CC(=NOC(=O)/C=C/c2ccccc2)C=C(C)C1=O	14	-2	1	0.5	101*	0.9	-3	1	0.8	-7
CN(Cc1cccs1)C(=O)COc1cccc(-n2cnnn2)c1	19	2	1	0.9	-5	0.8	2	1	0.9	-5
CC(C)(C)CC(=O)O/N=C(\N)c1ccccn1	-3	-7	0.7	1	-7	1	35	1.1	1	-12
COc1c(Cl)cc(-c2noc(C)c2C(=O)NCc2ccccc2)cc1Cl	8	-7	0.9	0.9	0	0.9	12	1.1	1	-14
O=C(Nc1ccc2c(c1)OCCO2)C1CCCN1S(=O)(=O)c1cccc2cccnc12 (configuration not stated)	17	0	0.9	1	-4	0.8	7	1	0.9	-12
Cc1c(NC(=O)C(=O)/C=C(/O)c2ccccc2)c(=O)n(-c2ccccc2)n1C	20	0	0.2	0.9	-4	0.8	x	1	0.9	4
CCOC(=O)Nc1ccc2c(c1)N(C(=O)CCN1CCOCC1)c1ccccc1S2=O (configuration not stated)	8	-3	1	1.1	32	0.9	1	1	1.1	-12
